Screening data: PubChem BioAssay, The Scripps Research Institute Molecular Screening Center
PLCb3 inh – blocks human PLC-beta3 enzyme activity. Q01970. Purified PLC-beta3, fluorogenic substrate, fluorescence. inhibition, % at 12.2 µM. hit rate 0.18% among 370,000; in the data active = inhibition above about 11%;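 note: 0% = median of compound wells on plate and 100% = full blocker control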
ARFGAP1 inh – inhibits rat ARF GTPase activating protein 1 | Arfgap1-stimulated ARF1 GTP hydrolysis, GDP FP detection | inhibition, % at 16.5 µM | hit rate 0.26% among 360,000 | AID 651572;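 active = inhibition above a per-plate limit, mean inhibition of low control wells plus 3 SD, cut at about 25% in these data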;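 note: 0% = DMSO wells with enzyme and 100% = wells lacking Arfgap1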
Target sequence (Q62848 1-136 limits assumed): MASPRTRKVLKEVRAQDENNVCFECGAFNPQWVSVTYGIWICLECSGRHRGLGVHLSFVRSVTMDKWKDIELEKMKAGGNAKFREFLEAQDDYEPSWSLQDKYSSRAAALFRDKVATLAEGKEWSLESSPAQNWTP
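Assay system: purified rat His6-Arfgap1 residues 1-136 (GAP domain); Reagent: human Δ17 ARF1 bound to GTP; Dosing: 16.5 µM single point, 1.26% DMSO; Times: GTP hydrolysis reaction 2 h at 25 °C; Signal: FP, GDP Alexa 633 tracer displaced from anti-GDP antibody, 620/688 nm; Measure: % inhibition from polarization.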
DDE Tn7 FP inh – disrupts Tn7 cyclic peptide binding to fibrin D-Dimer-E complex. P02675. hit rate 0.13% among 370,000. inhibition, % at 8.3 µM. FP displacement of FITC-Tn7 peptide from fibrin DD(E); 0% = median of compound wells per plate;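 active = inhibition above the mean of compounds falling within the control limits plus 3 SD of them, cut at about 14% in these data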;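 note: 0% = plate median of compound wells and 100% = 10 µM Aha-Tn7 peptide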
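Assay system: Fibrin-DD(E) protein isolated from polymerized human fibrin clots; read-out basis: percent inhibition; medium: Tris/NaCl/CaCl2 buffer, pH 7.8; signal: FP measurement; incubation: 10 min plus 3 h, room temperature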
ADAM10 inh – ADAM10 inhibition, QFRET primary screen. recombinant ADAM10, EDANS/DABCYL FRET peptide cleavage, 3 h. hit rate 0.62% among 370,000. AID 720582. O14672. inhibition, % at 7 µM;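 active = inhibition above a per-campaign cutoff equal to the mean of compounds falling between control-based bounds plus 3 SD, cut at about 20% in these data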;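 note: 0% = DMSO wells while the 100% control is not disclosed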
PLC-gamma1 inh – blocks human PLC-gamma1 enzyme activity; P19174; purified PLC-gamma1, fluorogenic substrate, fluorescence; inhibition, % at 12.2 µM; hit rate 0.84% among 370,000; AID 720700; in the data active = inhibition above about 9.5%
ASAP1 GAP inh – ASAP1 ArfGAP inhibition. AID 624377. ASAP1-stimulated ARF1 GTP hydrolysis, GDP FP detection. hit rate 0.19% among 360,000. inhibition, % at 16.5 µM; in the data active = inhibition above about 25%;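 note: 0% = vehicle with enzyme and substrate and 100% = no enzyme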
Target sequence (Q9ULH1 325-724 limits assumed): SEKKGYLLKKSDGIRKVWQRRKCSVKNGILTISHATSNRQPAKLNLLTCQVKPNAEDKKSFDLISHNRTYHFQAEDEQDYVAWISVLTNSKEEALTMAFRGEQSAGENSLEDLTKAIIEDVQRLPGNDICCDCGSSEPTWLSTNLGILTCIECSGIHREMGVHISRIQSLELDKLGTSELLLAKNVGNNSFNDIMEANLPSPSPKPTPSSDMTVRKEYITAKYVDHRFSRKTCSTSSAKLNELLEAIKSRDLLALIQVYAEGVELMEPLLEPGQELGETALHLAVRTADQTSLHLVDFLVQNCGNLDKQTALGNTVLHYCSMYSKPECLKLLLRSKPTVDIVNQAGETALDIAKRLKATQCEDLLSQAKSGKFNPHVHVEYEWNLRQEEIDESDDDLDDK
SIAE primary – inhibitors of human sialic acid acetylesterase SIAE | Q9HAT2 | SIAE FP-Rh probe binding, fluorescence polarization | inhibition, % at 9.66 µM | hit rate 0.69% among 370,000 | AID 1053197;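 active = inhibition above a cutoff: mean of compounds within the control limits plus 3 SD of those, cut at about 17% in these data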;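 note: 0% = plate median of compound wells and 100% = probe without SIAE protein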
TDP2 inh – blocks human TDP2 phosphodiesterase activity. hit rate 0.34% among 370,000. inhibition, % at 12.8 µM. recombinant TDP2, T5PNP hydrolysis, p-nitrophenol absorbance 415 nm;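 active = inhibition above the mean of all tested compounds plus 3 SD, set per campaign, cut at about 25% in these data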;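 note: 0% = DMSO with enzyme and 100% = buffer with substrate but no TDP2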
Target sequence (O95551 whole entry, looked up): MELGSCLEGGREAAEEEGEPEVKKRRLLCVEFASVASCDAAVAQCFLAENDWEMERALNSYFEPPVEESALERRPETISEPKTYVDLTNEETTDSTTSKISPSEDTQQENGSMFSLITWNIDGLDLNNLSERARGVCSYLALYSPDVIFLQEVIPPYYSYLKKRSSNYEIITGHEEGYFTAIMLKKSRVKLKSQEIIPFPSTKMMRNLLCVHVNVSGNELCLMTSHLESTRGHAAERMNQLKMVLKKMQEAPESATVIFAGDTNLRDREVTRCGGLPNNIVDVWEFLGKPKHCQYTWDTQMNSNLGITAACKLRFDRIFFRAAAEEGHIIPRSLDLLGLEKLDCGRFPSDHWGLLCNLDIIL
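Incubation: 2 h at 37 °C; Test system: recombinant human TDP2; Quantity: enzyme 120 nM; Read-out basis: percent inhibition; Medium: 50 mM Tris-HCl pH 7.5 with Mg2+, KCl, DTT, BSA; Repeats: single replicate; Compound: 12.8 µM single point, 1% DMSO; Signal: epi absorbance; Reagent: 5 mM T5PNP chromogenic substrate; Benchmarks: no-enzyme high, DMSO-plus-enzyme low.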
Tn6 DDE FP – disrupts Tn6 cyclic peptide binding to fibrin D-Dimer-E complex. hit rate 0.21% among 370,000. P02675. Fibrin DD(E) TRITC-Tn6 fluorescence polarization displacement. inhibition, % at 8.3 µM. AID 720509;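 active = inhibition above a per-campaign cutoff: mean of compounds within control limits plus 3 SD, cut at about 15% in these data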;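 note: 0% = median of all compound wells on the plate and 100% = blocking peptide control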
ADAM17 inh – ADAM17 inhibition, QFRET primary screen | recombinant ADAM17, EDANS/DABCYL FRET peptide cleavage | hit rate 0.83% among 370,000 | inhibition, % at 6.95 µM | P78536;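 active = inhibition above the mean of compounds lying between control limits plus 3 SD, set per campaign, cut at about 8.5% in these data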;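 note: 0% = DMSO-only wells as the low control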
Starred values were filed as active, the others as inactive; / = not tested or not shown. Compounds were not picked by outcome; 3.6% or so of the library scored in one or more.

The line under a structure holds: PLCb3 inh, Tn6 DDE FP, TDP2 inh, ADAM17 inh, ASAP1 GAP inh, SIAE primary, PLC-gamma1 inh, ADAM10 inh, DDE Tn7 FP inh, ARFGAP1 inh
1) CC(NCC(=O)Nc1cc(S(=O)(=O)N2CCCCCC2)ccc1Cl)c1ccccc1 (configuration not stated)
→ 6, -11, 10, 6, 4, -7, 1, 15, -3, -17
2) CC1(C)CC(=O)C(C=Nc2ccc(O)cc2)=C(O)C1
→ -14, -8, 2, -1, 6, -6, -14, -12, 1, 7
3) CCOC(=O)c1sc2nc(CSc3ccccc3)nc(N3CCC(C(N)=O)CC3)c2c1C
→ -34, 0, 7, 0, 2, -20, -26, -10, -4, 3
4) O=C(N1CCOCC1)C(F)(F)C(=O)N1CCOCC1
→ 2, -2, 8, -3, 2, 4, 0, -5, -8, -2
5) Cc1cc(C)cc(NC(=S)N2CCC(C(=O)c3ccc(F)cc3)CC2)c1
→ 0, 10, -3, -1, -1, 4, -2, 3, -2, -3
6) O=C(CC1NCCNC1=O)Nc1cccc([N+](=O)[O-])c1 (configuration not stated)
→ -1, -5, 0, 0, -2, 2, 5, -5, -7, 9
7) CCC(CC)C(=O)Nc1cccc(C(=O)Nc2ccc3c(c2)OCO3)c1
→ -2, -4, -2, -1, 21, 2, -1, 5, 9, -4
8) COc1ccc(CC(=O)OCC(=O)c2ccc(S(=O)(=O)N3CCCCC3)cc2)cc1
→ -17, -6, 6, 1, 3, -4, -9, -16, 4, -2
9) Cc1cccc(C(=O)NC(NCCc2ccccc2)C(Cl)(Cl)Cl)c1 (configuration not stated)
→ 3, -6, -13, 6, 2, 2, 1, -3, -6, -4
10) Cc1ccc(C)c(NC(=O)CN(C)C(=O)c2ccc(-n3cncn3)c([N+](=O)[O-])c2)c1
→ -4, -4, -5, -3, -9, 1, 3, -4, 9, 7
11) N#CC(c1ccccc1O)N1N=C(c2ccccc2)CC1c1ccccc1 (configuration not stated)
→ -20, -7, -14, -6, 0, 2, -9, -8, -4, 1
12) COc1cccc(/C=C/C(=O)Nc2cc(S(=O)(=O)N3CCOCC3)ccc2OC)c1
→ -2, 0, -17, -1, 1, -10, 7, 3, 11, 6
13) c1ccc(OCCCN2CCCC2)cc1
→ 7, -2, 4, -1, -8, 6, 4, 5, 1, 14
14) COc1ccc(NC(=O)COC(=O)C(CC(C)C)N2C(=O)C3CC=CCC3C2=O)cc1Cl (configuration not stated)
→ 4, -2, 1, -1, -3, 7, 4, 8, 1, -8
15) CN(C)c1cccc(-c2nnc(SCCCC#N)o2)c1
→ -70, 2, -5, -9, 9, 2, -59, -47, -3, 8
16) CC(=O)Nc1ccc(S(=O)(=O)Nc2nccc(C3Cc4ccccc4C(=O)O3)n2)cc1 (configuration not stated)
→ -13, 1, -9, -5, -10, 1, -9, -13, 8, 4
17) CC(OC(=O)c1nc(Cl)ccc1Cl)C(=O)NC1CCCCC1C (configuration not stated)
→ -4, -2, 1, -2, 3, 5, 1, -15, -1, 8
18) COc1ccc(Cl)cc1/C=C(\C#N)C(N)=O
→ -12, 7, -3, 2, 11, 2, -3, 5, -3, 0
19) CCC(C)NC(=O)C1CCN(S(=O)(=O)c2ccc(OC)cc2)CC1 (configuration not stated)
→ 6, 4, 11, 0, -4, 3, 3, 3, 0, -3
20) Cc1ccc(NC(=O)c2c(-c3ccccc3Cl)noc2C)nc1
→ 0, -3, 0, -9, 6, -7, -1, -5, -3, 5
21) COc1ccc(NS(=O)(=O)c2c(F)cccc2F)cc1S(=O)(=O)N1CCOCC1
→ -8, -5, 9, -3, 5, 7, 1, -13, 3, -6
22) CNS(=O)(=O)c1ccc(C(=O)NCC(=O)NCCc2ccc3c(c2)OCCO3)cc1
→ 0, -3, -3, -2, -4, -13, -3, 2, -5, 5
23) COc1cccc(NC(=O)CN(C)C(=O)C2CCN(C(=O)c3ccccc3C)CC2)c1
→ -9, 3, -1, -4, -12, 13, -2, -7, 6, -16
24) CN1CCC(N(C)C(=O)c2ccc(Cl)c(S(=O)(=O)N3CCCCC3)c2)CC1
→ -4, -3, 1, 0, -5, -1, -1, -2, -8, -10
25) Cc1cccc(CC(=O)N2CCOCC2)c1
→ -7, -1, -2, -4, 8, -4, -1, 5, 8, 0
26) C=CCn1c(SCC(=O)NCc2ccco2)nc2ccccc2c1=O
→ 0, 8, 5, -2, -8, 5, -2, -2, 9, 12
27) COc1ccccc1N(CC(O)COc1ccc(C)cc1)S(=O)(=O)c1ccccc1 (configuration not stated)
→ 1, -12, 0, 8, 14, -1, 0, 11, -3, -7
28) CCCn1c(SCC(=O)Nc2nc3c(s2)CCCC3)nc2c1c(=O)n(C)c(=O)n2C
→ 7, -4, -21, 0, 7, 1, 10*, 3, 6, 7
29) COc1cccc(C2c3[nH]c4ccccc4c3CCN2Cc2cnn(C)c2)c1 (configuration not stated)
→ -39, 2, -1, -14, -15, 13, -28, -26, 4, 6
30) CN(c1ccccc1)c1ncnc2c1ncn2C
→ -2, 3, -4, 2, 0, 1, 4, -9, -4, 4
31) Cc1cc(C)cc(N(CC(=O)NCc2ccco2)C(=O)c2snc(C(N)=O)c2N)c1
→ -73, 2, -1, -13, 0, -4, -47, -36, -7, 7
32) NC(=O)CC(NC(=O)c1ccccc1)c1ccc(NC2CCCC2)c([N+](=O)[O-])c1 (configuration not stated)
→ -2, -2, -3, -1, -5, -3, 4, 6, 10, -1
33) CCC(CC)NC(=O)Nc1ccc(C)cc1
→ 2, 0, -15, -2, 5, -4, 5, -2, -5, -1
34) CCCCn1ccnc1C(=O)c1ccc(S(=O)(=O)N2CCCC2)cc1
→ -1, -4, 9, -1, -5, -3, 0, 0, 1, -4
35) Nc1nc(N)c2ncc(C(=O)CCc3ccccc3)nc2n1
→ -211, 1, -2, -59, -2, 3, -182, -164, 0, 8
36) COC(=O)c1cccc(NC(=O)c2cccc(N3C(=O)CCC3=O)c2)c1
→ -6, 1, 5, -6, 0, -1, 2, -12, 0, 1
37) Cc1c(C(=O)OCC(=O)N(CCC#N)c2ccccc2)oc2c1ccc1ccccc12
→ -2, 6, 8, -7, 2, -7, -3, -23, 11, 2
38) O=C(Nc1c(-c2ccccc2)[nH][nH]c1=O)c1cccs1
→ 0, -15, 42*, 0, -8, -11, 0, 0, -5, 5
39) CCN1C(=O)/C(=C/c2cccs2)S/C1=N\S(=O)(=O)c1ccc(C)cc1
→ 0, -2, 2, 3, -9, 8, -1, -4, 6, 2
40) CC(Cc1ccccn1)NC(=O)c1ccc(OC2CCN(CCc3ccccc3)CC2)cc1 (configuration not stated)
→ -7, 8, -4, 0, -11, 7, -2, -6, 8, 6

Some of the entries above in a different format.
36	COC(=O)c1cccc(NC(=O)c2cccc(N3C(=O)CCC3=O)c2)c1
37	Cc1c(C(=O)OCC(=O)N(CCC#N)c2ccccc2)oc2c1ccc1ccccc12
38	O=C(Nc1c(-c2ccccc2)[nH][nH]c1=O)c1cccs1
39	CCN1C(=O)/C(=C/c2cccs2)S/C1=N\S(=O)(=O)c1ccc(C)cc1
40	CC(Cc1ccccn1)NC(=O)c1ccc(OC2CCN(CCc3ccccc3)CC2)cc1 (configuration not stated)
Screen / compound no. | 36 | 37 | 38 | 39 | 40
PLCb3 inh | -6 | -2 | 0 | 0 | -7
Tn6 DDE FP | 1 | 6 | -15 | -2 | 8
TDP2 inh | 5 | 8 | 42* | 2 | -4
ADAM17 inh | -6 | -7 | 0 | 3 | 0
ASAP1 GAP inh | 0 | 2 | -8 | -9 | -11
SIAE primary | -1 | -7 | -11 | 8 | 7
PLC-gamma1 inh | 2 | -3 | 0 | -1 | -2
ADAM10 inh | -12 | -23 | 0 | -4 | -6
DDE Tn7 FP inh | 0 | 11 | -5 | 6 | 8
ARFGAP1 inh | 1 | 2 | 5 | 2 | 6

Compound profiles (already shown). Order of values: PLCb3 inh	Tn6 DDE FP	TDP2 inh	ADAM17 inh	ASAP1 GAP inh	SIAE primary	PLC-gamma1 inh	ADAM10 inh	DDE Tn7 FP inh	ARFGAP1 inh
Record of COc1cccc(NC(=O)CN(C)C(=O)C2CCN(C(=O)c3ccccc3C)CC2)c1 → -9	3	-1	-4	-12	13	-2	-7	6	-16
Record of CC(OC(=O)c1nc(Cl)ccc1Cl)C(=O)NC1CCCCC1C (configuration not stated) → -4	-2	1	-2	3	5	1	-15	-1	8

(further entries)
The line under a structure holds: PLCb3 inh, Tn6 DDE FP, TDP2 inh, ADAM17 inh, ASAP1 GAP inh, SIAE primary, PLC-gamma1 inh, ADAM10 inh, DDE Tn7 FP inh, ARFGAP1 inh
41) O=C(O)c1ccccc1C(=O)NC1Cc2ccccc2C1
→ -7, 5, 3, -3, 18, 1, 4, -2, 1, 7
42) Cc1nnc(NCCc2ccccc2)[nH]c1=O
→ 2, 0, 13, 1, -3, -1, 0, 1, -1, 0
43) N#CCCCn1c(=O)oc2ccccc21
→ 2, 0, 5, -2, -3, 0, -2, -6, -5, 7
44) CC(C)OC(=O)Cn1nnc(-c2ccccc2)n1
→ 2, 5, 2, -5, 2, 5, -1, 8, 10, 2
45) O=C(NC1CCCC1)N[C@@H]1C=C[C@@H](CC(=O)N2CCOCC2)O[C@@H]1CO
→ 5, 0, -1, 0, 9, 8, 1, -8, 0, 4
46) Cc1ccccc1NC(=O)NCCCN1CCCC1=O
→ -11, 4, -1, -4, -8, -6, 0, -6, 3, 8
47) COc1ccc(C(=O)/C=C/c2ccc(OC)c(O)c2)c(F)c1
→ -2, 0, 7, 1, 7, 2, -3, 2, -1, 9
48) COc1ccc(N2CCN(C(=O)CSc3nnnn3C3CC3)CC2)cc1
→ -4, 5, 7, -3, -5, 19*, -1, 4, 2, 8
49) COc1ccc2nc3oc(C(=O)Nc4ccc(OC)c(OC)c4)cc3cc2c1
→ -25, 5, 10, -24, 19, 7, -17, -95, -2, 10
50) COC[C@H]1CCCN1c1ccc2c(c1)O[C@@H]1CCN(C1)S2(=O)=O
→ -1, -8, -1, -7, /, -6, -1, 0, -3, /
51) Cc1ccccc1NC(=O)/C=C/c1cccs1
→ -6, -3, 10, -3, 17, -5, 2, 0, -6, 5

Three compounds out of the list above, ordered by their value in SIAE primary, rising.
The line under a structure holds: PLCb3 inh, Tn6 DDE FP, TDP2 inh, ADAM17 inh, ASAP1 GAP inh, SIAE primary, PLC-gamma1 inh, ADAM10 inh, DDE Tn7 FP inh, ARFGAP1 inh
51) Cc1ccccc1NC(=O)/C=C/c1cccs1
→ -6, -3, 10, -3, 17, -5, 2, 0, -6, 5
25) Cc1cccc(CC(=O)N2CCOCC2)c1
→ -7, -1, -2, -4, 8, -4, -1, 5, 8, 0
41) O=C(O)c1ccccc1C(=O)NC1Cc2ccccc2C1
→ -7, 5, 3, -3, 18, 1, 4, -2, 1, 7
